Screening results as filed in PubChem BioAssay.
hIAP activ: increases human intestinal alkaline phosphatase activity. P09923. purified human IAP, CDP-Star luminescence, 30 min; hits give high values; 1 = vehicle-only enzyme, 0 = enzyme-free background. activation factor at 10 µM. 330,000 compounds, 0.16% hits. AID 2524;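 active = activation factor of the enzyme at least 2-fold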; note: the source names both 10 and 20 µM as test concentration; values of inactives mirror those of a sister screen read the other way
Target sequence (P09923 whole entry, looked up): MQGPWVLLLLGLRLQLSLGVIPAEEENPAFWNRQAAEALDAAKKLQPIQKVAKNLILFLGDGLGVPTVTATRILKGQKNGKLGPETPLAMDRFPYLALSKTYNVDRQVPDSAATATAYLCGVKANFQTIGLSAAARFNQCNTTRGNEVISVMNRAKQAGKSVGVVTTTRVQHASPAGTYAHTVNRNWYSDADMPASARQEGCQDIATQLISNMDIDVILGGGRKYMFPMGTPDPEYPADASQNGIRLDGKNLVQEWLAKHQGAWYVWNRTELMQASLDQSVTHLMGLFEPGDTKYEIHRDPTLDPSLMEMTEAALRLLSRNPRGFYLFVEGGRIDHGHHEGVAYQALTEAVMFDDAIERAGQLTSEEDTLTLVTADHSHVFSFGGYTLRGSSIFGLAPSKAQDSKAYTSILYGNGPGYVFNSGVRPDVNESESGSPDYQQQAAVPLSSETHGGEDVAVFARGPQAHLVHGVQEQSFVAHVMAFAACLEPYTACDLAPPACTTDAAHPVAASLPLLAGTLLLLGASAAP
APOBEC3G inh: inhibitors of human APOBEC3G DNA deaminase | 330,000 compounds, 0.28% hits | AID 493012 | recombinant A3G, ssDNA deamination FAM/TAMRA fluorescence | Q9HC16 | inhibition, % at 20 µM;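 active = inhibition of at least 40% at 20 µM, with no more than 30% in the related APOBEC3A deaminase screen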;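 note: plate controls were DMSO wells with A3G for no effect and wells lacking A3G enzyme for full effect; some compounds called inactive have numbers as strong as hits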
Target sequence (Q9HC16 whole entry, looked up): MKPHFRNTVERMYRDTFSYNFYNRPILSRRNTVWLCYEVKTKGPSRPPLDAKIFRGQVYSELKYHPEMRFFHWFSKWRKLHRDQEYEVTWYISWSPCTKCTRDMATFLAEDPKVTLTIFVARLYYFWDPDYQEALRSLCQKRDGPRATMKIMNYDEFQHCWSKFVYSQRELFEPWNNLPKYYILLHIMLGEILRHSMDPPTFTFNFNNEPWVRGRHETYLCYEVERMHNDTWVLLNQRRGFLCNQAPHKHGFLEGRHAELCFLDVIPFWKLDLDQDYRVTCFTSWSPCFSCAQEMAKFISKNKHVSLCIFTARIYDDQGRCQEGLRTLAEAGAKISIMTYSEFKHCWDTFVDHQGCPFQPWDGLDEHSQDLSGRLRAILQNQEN
mIAP act: increases mouse intestinal alkaline phosphatase activity. 330,000 compounds, 0.24% hits. muIAP, CDP-Star luminescence, 30 min; hits give high values; 1 = vehicle-only enzyme signal, 0 = enzyme-free wells. activation factor at 10 µM;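 active = activation factor of at least 2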; note: the source names both 10 and 20 µM as test concentration; values of inactives mirror those of a sister screen read the other way
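System: mouse IAP enzyme. Reagent: CDP-Star chemiluminescent phosphatase substrate. Benchmarks: DMSO wells, no-enzyme wells. Times: 30 min enzyme-substrate-compound incubation at room temperature. Detection: luminescence from enzymatic CDP-Star hydrolysis. Doses: test compounds delivered from DMSO solution.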
beta cell repl: induces beta-cell replication in MIN6 cells. MIN6 cells proliferation, ATPlite luminescence, 48 h; cells starved in 0.2% serum; 100% = growth in 10% serum. 330,000 compounds, 0.29% hits. proliferation, % at 10 µM. AID 2380;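 active = compounds whose signal lies at least 3.5 SD above the mean of all wells on their plate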;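 note: 0% = DMSO-treated cells in low-serum medium and 100% = 10% serum control; some compounds called inactive have numbers as strong as hits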
MPTP block: blocks calcium-induced mitochondrial swelling | isolated mouse mitochondria, Ca2+ swelling absorbance, 30 min | 360,000 compounds, 1.4% hits | inhibition, % at 10 µM;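 active = inhibition of 50% or more, scaled per plate between neutral and stimulator controls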;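 note: 0% = DMSO wells given calcium and 100% = 1 mM EGTA wells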
ATG4B inhibitor: ATG4B (human) cysteine protease inhibition | Q9Y4P1 | ATG4B cleavage of LC3-PLA2, NBD-HPC fluorescence, 1 h | inhibition, % at 8.33 µM | 340,000 compounds, 0.51% hits | AID 504462; in the data active = inhibition above about 40%
A3A deaminase: human APOBEC3A DNA deaminase inhibition | P31941 | recombinant A3A, FAM/TAMRA ssDNA deamination fluorescence | inhibition, % at 20 µM | 330,000 compounds, 0.41% hits;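 active = at least 40% inhibition at 20 µM here, with at most 30% in a related deaminase screen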;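 note: plate controls were A3A with DMSO for no effect and wells lacking A3A enzyme for full effect; some results filed as inactive read as strong as hits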
mIAP inh: mouse IAP inhibition; purified mouse IAP, CDP-Star luminescence, 30 min; 330,000 compounds, 0.2% hits; AID 2806; inhibition, % at 10 µM;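 active = inhibition of at least 40% at 10 µM in the primary screen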;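 note: plate controls were DMSO with enzyme for no effect and no enzyme wells for full effect; values of inactives mirror those of a sister screen read the other way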
hIAP block: human IAP inhibition; 330,000 compounds, 0.12% hits; purified IAP, CDP-Star luminescence, 30 min; P09923; inhibition, % at 10 µM;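 active = inhibition reaching a set limit with compound at 10 µM in the primary screen, cut at about 35% in these data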;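 note: plate controls were DMSO wells with enzyme for no effect and no-enzyme buffer wells for full effect; values of inactives mirror those of a sister screen read the other way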
An asterisk follows results filed as active; · = not tested or not shown.

Codes: A = hIAP activ; B = APOBEC3G inh; C = mIAP act; D = beta cell repl; E = MPTP block; F = ATG4B inhibitor; G = A3A deaminase; H = mIAP inh; I = hIAP block
CC1CN(C(=O)c2ccccc2Sc2ccccc2C#N)CC(C)O1 (centres undefined)
  A: 0.8	B: -2	C: 0.93	D: 1	E: 3.3	F: 0	G: 0	H: 7	I: 20

Cc1ccc(C(C)NC(=O)c2cc3cc(Br)ccc3oc2=N)cc1 (centres undefined)
  A: 1	B: -12	C: 0.89	D: -8	E: -0.2	F: 6	G: -4	H: 11	I: 0

COc1ccc(CCNc2nc3c(c(=O)n(C)c(=O)n3C)n2C)cc1OC
  A: 0.92	B: -4	C: 0.98	D: 4	E: -1.0	F: -7	G: 0	H: 2	I: 8

CNC(=O)N(O)C1N(/N=C/c2ccc(N(C)C)cc2)C(=S)SC1(C)C (centres undefined)
  A: 1.3	B: -3	C: 1	D: 4	E: 3.2	F: 1	G: -2	H: -3	I: -29

COc1ccc(CC(=O)N2CCc3ccccc3C2)cc1
  A: 0.88	B: -7	C: 0.96	D: 0	E: -0.3	F: -5	G: 1	H: 4	I: 12

COC(=O)C(Cc1ccc(O)cc1)NC(=O)CCc1nc2ccccc2s1 (centres undefined)
  A: 1.1	B: -7	C: 0.91	D: -1	E: -0.1	F: -5	G: -2	H: 9	I: -8

COc1ccc(S(=O)(=O)c2snnc2C)cc1
  A: 1.2	B: -8	C: 0.94	D: 2	E: -0.4	F: -2	G: -4	H: 6	I: -16

c1cnc2c(OCc3nc4ccccc4[nH]3)cccc2c1
  A: 0.97	B: -2	C: 1	D: 1	E: 0.0	F: -3	G: -1	H: -2	I: 3

COc1cccc(C2NC(C)(C(=O)O)C3C(=O)N(C(C)C)C(=O)C23)c1O (centres undefined)
  A: 1.4	B: 1	C: 1.1	D: 2	E: -2.3	F: -4	G: -1	H: -8	I: -44

CC1CN(C(=O)c2cccc(S(=O)(=O)Nc3ccc(Cl)cc3)c2)CC(C)O1 (centres undefined)
  A: 1.2	B: -9	C: 1.1	D: -2	E: -2.4	F: -6	G: 18	H: -14	I: -19

O=C(COC(=O)c1cc(=O)c2ccccc2o1)NC1CCCC1
  A: 1.1	B: -1	C: 1	D: -2	E: -0.2	F: 6	G: 4	H: -2	I: -6

CCN(CC)c1ccc(/C=N/NC(=O)c2cccc(S(=O)(=O)Nc3ccccc3OC)c2)cc1
  A: 1	B: -7	C: 0.94	D: -3	E: 7.8	F: -10	G: -4	H: 6	I: -2

Nc1ncc(Br)cc1S(=O)(=O)NCCC(=O)N1CCN(c2ncccn2)CC1
  A: 0.91	B: -7	C: 0.96	D: 1	E: 0.8	F: -15	G: -6	H: 4	I: 9

Cc1ccc(NC(=O)CN(C)C(=O)COc2c(Cl)cc(Cl)c3ccc(C)nc23)cc1
  A: 0.79	B: -3	C: 1	D: 1	E: 2.0	F: -19	G: 1	H: -2	I: 21

CCNC(=O)COc1cc(C)c(Cl)c(C)c1
  A: 1	B: -1	C: 1	D: 0	E: -1.4	F: -7	G: -2	H: -4	I: -5

COC(=O)c1cc(OC)c(OC)cc1NCC(=O)Nc1ccc(C)cc1
  A: 1.1	B: -6	C: 1	D: 1	E: 2.4	F: -7	G: -1	H: -2	I: -8

O=C(NCCC1=CCCCC1)c1c(O)nc2sccn2c1=O
  A: 1	B: 29	C: 0.96	D: -6	E: -1.0	F: -2	G: 0	H: 4	I: 0

CCc1n[nH]c(=O)c2cc3cc(OC)ccc3n12
  A: 0.86	B: 18	C: 0.94	D: 1	E: -1.0	F: -2	G: -2	H: 6	I: 14

CC(Oc1cccc(Cl)c1)C(=O)Nc1ccc(S(=O)(=O)Nc2ncccn2)cc1 (centres undefined)
  A: 0.98	B: -8	C: 0.88	D: 5	E: -3.9	F: -9	G: 10	H: 12	I: 2

O=C(COC(=O)CNC(=O)c1ccccc1)Nc1ccc(Cl)cc1C(F)(F)F
  A: 1.1	B: -2	C: 1.1	D: 1	E: -9.1	F: 1	G: 3	H: -10	I: -9

The last 5 entries of the section above come first, to join the parts.
Codes: A = hIAP activ; B = APOBEC3G inh; C = mIAP act; D = beta cell repl; E = MPTP block; F = ATG4B inhibitor; G = A3A deaminase; H = mIAP inh; I = hIAP block
COC(=O)c1cc(OC)c(OC)cc1NCC(=O)Nc1ccc(C)cc1
  A: 1.1	B: -6	C: 1	D: 1	E: 2.4	F: -7	G: -1	H: -2	I: -8

O=C(NCCC1=CCCCC1)c1c(O)nc2sccn2c1=O
  A: 1	B: 29	C: 0.96	D: -6	E: -1.0	F: -2	G: 0	H: 4	I: 0

CCc1n[nH]c(=O)c2cc3cc(OC)ccc3n12
  A: 0.86	B: 18	C: 0.94	D: 1	E: -1.0	F: -2	G: -2	H: 6	I: 14

CC(Oc1cccc(Cl)c1)C(=O)Nc1ccc(S(=O)(=O)Nc2ncccn2)cc1 (centres undefined)
  A: 0.98	B: -8	C: 0.88	D: 5	E: -3.9	F: -9	G: 10	H: 12	I: 2

O=C(COC(=O)CNC(=O)c1ccccc1)Nc1ccc(Cl)cc1C(F)(F)F
  A: 1.1	B: -2	C: 1.1	D: 1	E: -9.1	F: 1	G: 3	H: -10	I: -9

Cc1ccc(-n2[nH]c(C)c(C=Nc3ccc(S(=O)(=O)Nc4nccs4)cc3)c2=O)cc1
  A: 0.83	B: -5	C: 0.88	D: 0	E: ·	F: ·	G: -3	H: 12	I: 17

COc1ccccc1N1CCN(C/C(C)=C/c2ccccc2)CC1
  A: 0.73	B: -5	C: 0.93	D: -3	E: -1.8	F: -8	G: 1	H: 7	I: 27

O=C(COC(=O)c1ccco1)NC(c1ccccc1)c1ccccc1
  A: 1.1	B: -8	C: 1.1	D: -2	E: 19	F: 1	G: -5	H: -12	I: -7

CNC(=O)NC(=O)CSc1ccc(S(=O)(=O)N(C)C2CCCCC2)cn1
  A: 1.1	B: -3	C: 1	D: 3	E: 2.5	F: -3	G: 15	H: -1	I: -10

Cc1cc(C(=O)N2CCN(Cc3ccc4c(c3)OCO4)CC2)on1
  A: 0.94	B: -6	C: 1.1	D: -1	E: -2.4	F: -5	G: -2	H: -7	I: 6

CCCCn1c(N)c(N(CCOC)C(=O)CC(NC(=O)c2ccccc2)c2ccccc2)c(=O)[nH]c1=O (centres undefined)
  A: 1.1	B: -7	C: 1	D: -2	E: -1.2	F: -2	G: -5	H: -1	I: -8

COc1ccc(CNC(=O)CN(C(=O)Cn2nnc(-c3ccccc3F)n2)c2ccc(C)cc2)cc1
  A: 1.2	B: -9	C: 1.3	D: -4	E: -0.5	F: -1	G: -3	H: -31	I: -20

Cc1ccc(OCC(O)CN2C(=O)NC(C)(C)C2=O)cc1C (centres undefined)
  A: 0.93	B: -5	C: 1	D: -2	E: 1.4	F: -6	G: -3	H: 0	I: 7

CN(C)CCCn1c(=O)n(Cc2ccccc2)c(=O)c2c3c(sc21)CCCCC3
  A: 1	B: -6	C: 1	D: -7	E: -1.7	F: -6	G: 3	H: -1	I: -4

COc1cccc(CNC(=O)Cn2c(=O)oc3cc(S(=O)(=O)N4CCCCC4)ccc32)c1
  A: 1.1	B: 3	C: 1	D: -3	E: -1.1	F: 2	G: 4	H: 0	I: -7

Cc1ccc2nc(SCc3ccccc3)c(C=O)c(=O)n2c1
  A: 0.93	B: -1	C: 0.9	D: 0	E: -0.4	F: -6	G: 1	H: 10	I: 7

O=C(NCCN1C(=O)S/C(=C\c2ccc(Cl)c(Cl)c2)C1=O)C1COc2ccccc2O1 (centres undefined)
  A: 0.97	B: -3	C: 0.87	D: -7	E: 99*	F: -9	G: 9	H: 13	I: 3

CCOC(=O)c1c(NC(=O)CSc2nnc3ccccn23)sc2c1CCC2
  A: 1.1	B: 0	C: 0.99	D: -1	E: 6.3	F: -14	G: 2	H: 0	I: -8

CCN1N=C(C)C=C(c2ccccc2)n2c1nc1ccccc12
  A: 1	B: -3	C: 0.97	D: 5	E: 0.6	F: -11	G: -3	H: 3	I: -3

CCNCCNC(=O)c1c(O)c2c([nH]c1=O)CCCC2
  A: 1	B: -2	C: 1	D: -1	E: -1.5	F: -10	G: 0	H: -1	I: 0

O=C1CCN(CCc2ccccc2)CCN1[C@H](CSc1ccc(Br)cc1)c1ccccc1
  A: 0.92	B: -11	C: 1	D: -9	E: 2.1	F: -1	G: -3	H: -4	I: 8

Fc1ccccc1NC(=S)NCc1ccccc1
  A: 1.2	B: 1	C: 1.1	D: -1	E: 0.6	F: 2	G: -4	H: -6	I: -22

CCC1(c2ccccc2)NC(=O)N(CC(=O)Nc2ccccc2C(=O)NC2CCCC2)C1=O (centres undefined)
  A: 0.99	B: -7	C: 1.1	D: 0	E: -0.7	F: -2	G: 1	H: -9	I: 0

CC(=O)c1c(C)[nH]c(C(=O)OCC(=O)Nc2c(C)cccc2C)c1C
  A: 0.96	B: -9	C: 0.96	D: -2	E: 1.5	F: 3	G: -1	H: 4	I: 4

Cc1cccc(Oc2cc(NC(=O)c3ccccc3)cc([N+](=O)[O-])c2)c1
  A: 0.99	B: -1	C: 0.95	D: -4	E: 68*	F: 24	G: 0	H: 5	I: 0

N#Cc1nc(-c2ccc(Cl)cc2)oc1NCc1cccc2c1OCO2
  A: 1.1	B: -3	C: 1	D: -4	E: 5.4	F: 1	G: 5	H: -2	I: -6

C=CC[C@@H](CC(=O)N(CCO)Cc1ccccc1)C(=O)NC[C@H](OC(=O)[C@@H](CC=C)CC(=O)OC(C)(C)C)c1ccccc1
  A: 0.93	B: -7	C: 0.93	D: -6	E: 0.1	F: 8	G: -1	H: 7	I: 7

O=C(c1ccccc1)c1nn(-c2cccc(Cl)c2)ccc1=O
  A: 1.2	B: -1	C: 0.99	D: -2	E: 2.1	F: 4	G: 1	H: 1	I: -19

ClC1=C(Cl)C(Cl)=C(Cl)C1=C/C=C/c1ccccc1
  A: 0.87	B: 5	C: 0.93	D: -6	E: 5.5	F: 7	G: 23	H: 7	I: 13

Cc1cc(N2CC(C)OC(C)C2)nc(C(C)C)n1 (centres undefined)
  A: 0.97	B: -4	C: 0.94	D: 0	E: 0.5	F: 1	G: 0	H: 6	I: 3

COc1ccc(-n2c(-c3ccc(C)cc3)n[nH]c2=S)cc1
  A: 0.91	B: 27	C: 0.89	D: 0	E: 0.7	F: -6	G: -4	H: 11	I: 9

Cc1ccc(C)c(OCC(=O)NNC(=O)CCN2CCN(c3ccccc3)CC2)c1
  A: 1.8	B: -6	C: 1.1	D: -3	E: -0.1	F: -13	G: -3	H: -6	I: -78

Cc1cc(C)nc(N/N=C/C2=C(O)CC(c3ccccc3)CC2=O)n1 (centres undefined)
  A: 1	B: -5	C: 0.97	D: 0	E: ·	F: ·	G: -3	H: 3	I: 0

CCCC(=O)N1c2ccccc2NC2=C(C(=O)CCC2)C1c1ccc(F)cc1 (centres undefined)
  A: 0.91	B: -4	C: 0.94	D: -2	E: -0.5	F: -7	G: -4	H: 6	I: 9

S=C(NCc1cccs1)Nc1ccc(Br)cc1Cl
  A: 0.98	B: 2	C: 1.9	D: -1	E: 75*	F: 7	G: 0	H: -86	I: 2

O=C(OCc1ccc([N+](=O)[O-])cc1)c1cc(S(=O)(=O)N2CCCCC2)ccc1N1CCOCC1
  A: 1	B: -11	C: 0.9	D: -4	E: -1.4	F: -8	G: 0	H: 10	I: -1
